Source: PubChem
RAD54 inh: inhibitors of human RAD54 branch migration, primary screen, biochemical, fluorescence, single point. 0.14% of 360,000 active. RAD54 Holliday junction branch migration, FAM/BHQ fluorescence. AID 602329, 2012. inhibition, % at 10.4 µM;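 active means mean normalized replicate activity at least 40 and at least half of replicates scoring 40 or more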;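 further: 0% = median of neutral control wells and 100% = median of positive control wells; inhibitors cause a drop in the FAM fluorescence signal; in these data hits start at about 50%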
ERAP1 inh: human ERAP1 aminopeptidase inhibitors, primary screen, biochemical, single point, plate reader; Endoplasmic reticulum aminopeptidase 1 (Homo sapiens), Q9NZ08; recombinant ERAP1, Leu-AMC fluorescence, 60 min; inhibition, % at 10.7 µM; 0.15% of 340,000 active;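 active means mean replicate inhibition of at least 30%, or all replicates individually reaching that 30% level; inactive means mean below 30% and not every replicate reaching it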;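 further: 0% = neutral control wells and 100% = L-leucinethiol positive control wells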
miR-122 sensor: miR-122 Renilla sensor signal increase in Huh7, primary screen, miR-122 inhibitor project, cell-based, single point, plate reader; 0.3% of 340,000 active; activation (reporter increase), % at 12.5 µM; Huh7 miR-122 Renilla luciferase sensor, 48 h; neutral wells = 0, positive control = 100;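 active means mean replicate activation score at least 90 and every replicate individually at or above 90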;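 further: higher luciferase means less miR-122 activity so hits act as miR-122 inhibitors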
PGC1a acetyl inh: inhibitors of PGC1a acetylation signal, primary screen, cell-based, U2OS, AlphaScreen, inhibitor mode; AlphaScreen anti-acetyl-lysine; with virally co-expressed GCN5 acetyltransferase; inhibition, % at 15.6 µM; 0.17% of 350,000 active;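 active means every replicate shows inhibition of at least 40%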;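 further: 0% = neutral control wells and 100% = positive control wells; some results beyond the cut were filed as inactive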
PglD inh: C. jejuni PglD acetyltransferase inhibitors, primary screen, biochemical, DTNB colorimetric, single point; 0.098% of 360,000 active; purified PglD enzyme, DTNB colorimetric CoA detection; inhibition, % at 12.5 µM; UDP-N-acetylbacillosamine N-acetyltransferase PglD (Campylobacter jejuni); in the data active means inhibition above about 16%, passing the limit was not always enough; further: strong numbers were not always called active
E-sel inducer: E-selectin induction in HUVECs, primary screen, imaging, HUVEC, immunofluorescence imaging, single point; normalized: neutral wells 0, TNF-alpha wells 100; activation, % at 7.58 µM; 0.37% of 260,000 active;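 active means mean E-selectin-positive cell signal at least 10% of the positive control, reached in at least 60% of replicates, without over 20% cell loss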;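 further: in these data hits start at about 27%; measured in HUVEC primary endothelial cells; signal is the percent of cells scored E-selectin positive by PE staining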
Target sequence (P16581 whole entry, looked up): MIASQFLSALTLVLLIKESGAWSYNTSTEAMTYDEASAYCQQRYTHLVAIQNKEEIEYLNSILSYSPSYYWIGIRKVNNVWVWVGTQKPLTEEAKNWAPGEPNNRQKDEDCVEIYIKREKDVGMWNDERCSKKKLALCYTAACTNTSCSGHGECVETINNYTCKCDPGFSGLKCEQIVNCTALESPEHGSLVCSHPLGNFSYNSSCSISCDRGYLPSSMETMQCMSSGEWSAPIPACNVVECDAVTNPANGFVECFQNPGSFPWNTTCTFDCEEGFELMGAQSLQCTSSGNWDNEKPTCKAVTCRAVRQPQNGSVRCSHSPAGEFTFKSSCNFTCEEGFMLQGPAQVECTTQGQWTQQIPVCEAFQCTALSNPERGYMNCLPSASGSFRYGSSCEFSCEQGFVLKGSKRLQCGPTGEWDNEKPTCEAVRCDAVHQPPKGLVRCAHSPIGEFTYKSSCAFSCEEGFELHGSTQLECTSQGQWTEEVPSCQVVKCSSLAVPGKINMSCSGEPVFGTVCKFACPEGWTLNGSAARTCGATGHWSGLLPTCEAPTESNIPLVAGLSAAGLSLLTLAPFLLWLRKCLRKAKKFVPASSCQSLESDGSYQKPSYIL
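Test system: HUVEC | Signal: Immunofluorescence imaging | Read-out: Percent E-selectin-positive cells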
Cneo AK release: Cryptococcus neoformans cell lysis inducers, primary screen, AK release luminescence, single concentration | lysis activity, % at 15 µM | AID 651654, 2012 | C. neoformans lysis, adenylate kinase release luminescence, 4 h; normalised: neutral wells 0, clomiphene wells 100 | 0.2% of 360,000 active;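 active means mean lysis activity across replicates of at least 80%, whatever share of replicates individually reach that level; inactive means mean lysis activity below 80%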
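Test system: log-phase Cryptococcus neoformans yeast cells. Input: 5 × 10^6 yeast cells/mL. Medium: fresh YPD growth medium. Doses: single dose. Incubation: static 4 h at 37 °C with compound, 1 h detection. Measured by: luminescent adenylate kinase detection reagent. Read-out: signal increase indicating cell lysis. Benchmarks: Clomiphene.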
RAD52 anneal inh: RAD52 DNA annealing inhibitors, primary screen, biochemical, FRET, single point, set 2; recombinant RAD52 DNA annealing, FRET fluorescence; inhibition, % at 18.7 µM; 0.46% of 360,000 active;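 active means every replicate showing at least 50% inhibition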
Target sequence (P43351 whole entry, looked up): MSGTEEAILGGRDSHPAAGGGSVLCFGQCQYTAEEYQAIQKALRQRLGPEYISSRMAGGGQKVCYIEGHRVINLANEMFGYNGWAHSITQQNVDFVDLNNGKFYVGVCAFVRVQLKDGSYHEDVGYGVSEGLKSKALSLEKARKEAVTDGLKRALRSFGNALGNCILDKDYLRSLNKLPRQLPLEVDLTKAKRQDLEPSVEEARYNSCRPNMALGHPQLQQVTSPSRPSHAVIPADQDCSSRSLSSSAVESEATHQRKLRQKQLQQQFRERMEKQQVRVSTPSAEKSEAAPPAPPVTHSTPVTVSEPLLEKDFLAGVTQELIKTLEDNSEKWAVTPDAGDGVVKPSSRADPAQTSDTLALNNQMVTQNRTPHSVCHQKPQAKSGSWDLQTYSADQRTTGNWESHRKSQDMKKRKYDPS
The depositor's hits bear a star; / = not tested or not shown; & = joins results of further samples; [ ] = dose if it differs, or a comment.

SMILES | RAD54 inh | ERAP1 inh | miR-122 sensor | PGC1a acetyl inh | PglD inh | E-sel inducer | Cneo AK release | RAD52 anneal inh
CCOC1=C2CN(S(=O)(=O)c3ccc(C)cc3)[C@H](c3ccccc3)C[C@H]2[C@H]2C(=O)N(c3ccccc3)C(=O)[C@H]2C1 | -8 | / | 16 | -22 | 1 | / | 1 | -4
CCOc1ccc(NC(=O)C(CC)n2nc(C)c3c(C)n(-c4ccccc4)nc3c2=O)cc1 (configuration not stated) | 6 | 1 | -4 | 3 | 3 | / | 1 | -38
COc1cccc(-c2cnc3c(c2)C(=O)N([C@H](C)CO)C[C@H](C)[C@H](CN(C)S(=O)(=O)c2ccc(C)cc2)O3)c1 | 0 | 1 | -7[16.7 µM] | -10 | 2 | 4.1 | 2 | 16
COC(=O)C(Cc1ccc(O)cc1)NC(=O)CCc1nc2ccccc2s1 (configuration not stated) | -3 | 0 | -4 | -10 | -1 | 1.4 | 4 | -11
COc1ccc(CC(=O)N2CCc3ccccc3C2)cc1 | -12 | 5 | / | 1 | -4 | -0.2 | -3 | -11
O=C(C[C@@H]1CC[C@H]2[C@@H](COC[C@H](O)CN2C(=O)c2ccccc2)O1)Nc1ccccc1 | -10 | / | -7[16.7 µM] | -4 | -3 | 0.0 | -2 | /
COc1ccc(S(=O)(=O)c2snnc2C)cc1 | -7 | -3 | -4 | 2 | 5 | 0.0 | 0 | -12
CCCN1C[C@@H](C)[C@H](OC)CN(C)C(=O)c2cc(NC(=O)c3cnccn3)ccc2OC[C@H]1C | 7 | / | / | 6 | 1 | 0.4 | -3 | 6
CC1CN(C(=O)c2ccccc2Sc2ccccc2C#N)CC(C)O1 (configuration not stated) | 10 | / | -6 | -15 | 1 | / | 14 | /
Cc1ccc(C(C)NC(=O)c2cc3cc(Br)ccc3oc2=N)cc1 (configuration not stated) | -14 | 2 | 7 | 1 | -4 | / | 4 | -15
COc1ccc(CCNc2nc3c(c(=O)n(C)c(=O)n3C)n2C)cc1OC | 5 | / | 5 | -12 | -5 | / | 1 | /
CNC(=O)N(O)C1N(/N=C/c2ccc(N(C)C)cc2)C(=S)SC1(C)C (configuration not stated) | -4 | -3 | / | 8 | 2 | -0.1 | 3 | -5
O=C(CSc1ccc(Cl)cc1)Nc1ccc(N2CCN(c3ccccc3)CC2)c(F)c1 | 5 | / | -5 | -1 | -1 | / | 3 | /
COc1cccc(C(=O)Nc2cccc(NC(=O)c3cccs3)c2)c1 | 3 | -6 | 18 | -11 | -2 | / | -3 | -9
Nc1ncc(Br)cc1S(=O)(=O)NCCC(=O)N1CCN(c2ncccn2)CC1 | -3 | / | -1 | 10 | 5 | / | -1 | /
O=C(COC(=O)c1cc(=O)c2ccccc2o1)NC1CCCC1 | / | -5 | -6 | -1 | / | / | / | -12
COCCNC(=O)C[C@H]1C[C@H]2c3cc(N(C)C)ccc3O[C@H]2[C@@H](CO)O1 | -5 | -1 | -1[16.7 µM] | 4 | 0 | -0.7 | -3 | -54
c1cnc2c(OCc3nc4ccccc4[nH]3)cccc2c1 | 5 | 0 | 10 | / | 4 | / | 0 | -22
COc1cccc(C2NC(C)(C(=O)O)C3C(=O)N(C(C)C)C(=O)C23)c1O (configuration not stated) | -7 | / | -1 | 0 | -4 | / | 1 | -27
CCOc1ccc(C(=O)NNC(=O)CCNC(=O)c2ccco2)cc1OC | -8 | -1 | / | / | -4 | 0.2 | -6 | -3
CNC[C@@H]1Oc2ccc(NC(=O)Nc3ccc(C(F)(F)F)cc3)cc2CC(=O)N([C@@H](C)CO)C[C@H]1C | 16 | -4 | 8[16.7 µM] | 12 | -2 | 0.1 | 41 | 9
CCSc1nnc(NC(=O)C2CC(=O)N(Cc3ccccc3)C2)s1 (configuration not stated) | 5 | -1 | 6 | 8 | 4 | -1.8 | 2 | -1
Fc1cccc(Cc2c(-c3cccc(Br)c3)nc3ccc(Br)cn23)c1 | 4 | 1 | 10 | -11 | -2 | / | 0 | -31
OC[C@@H]1CN(CCN2CCOCC2)C[C@H](n2cnc3c(NC4CC4)ncnc32)O1 | -4 | -6 | -4 | -3 | 0 | 0.0 | 3 | -8
CC(C)CNS(=O)(=O)c1ccc(CCC(=O)NCC2CCCO2)cc1 (configuration not stated) | 6 | / | 22 | -23 | 2 | / | 3 | /

An excerpt from above with just RAD52 anneal inh, Cneo AK release and RAD54 inh:
| Structure | RAD52 anneal inh | Cneo AK release | RAD54 inh |
| --- | --- | --- | --- |
| CNC(=O)N(O)C1N(/N=C/c2ccc(N(C)C)cc2)C(=S)SC1(C)C (configuration not stated) | -5 | 3 | -4 |
| CCSc1nnc(NC(=O)C2CC(=O)N(Cc3ccccc3)C2)s1 (configuration not stated) | -1 | 2 | 5 |
| COCCNC(=O)C[C@H]1C[C@H]2c3cc(N(C)C)ccc3O[C@H]2[C@@H](CO)O1 | -54 | -3 | -5 |
| COc1cccc(C(=O)Nc2cccc(NC(=O)c3cccs3)c2)c1 | -9 | -3 | 3 |
| OC[C@@H]1CN(CCN2CCOCC2)C[C@H](n2cnc3c(NC4CC4)ncnc32)O1 | -8 | 3 | -4 |

3 of the entries above in order of their number in miR-122 sensor, low to high:
Structure	ERAP1 inh	miR-122 sensor	PGC1a acetyl inh	PglD inh	RAD52 anneal inh
COc1cccc(C2NC(C)(C(=O)O)C3C(=O)N(C(C)C)C(=O)C23)c1O (configuration not stated)	/	-1	0	-4	-27
c1cnc2c(OCc3nc4ccccc4[nH]3)cccc2c1	0	10	/	4	-22
COc1cccc(C(=O)Nc2cccc(NC(=O)c3cccs3)c2)c1	-6	18	-11	-2	-9

(listing goes on)
SMILES | RAD54 inh | ERAP1 inh | miR-122 sensor | PGC1a acetyl inh | PglD inh | E-sel inducer | Cneo AK release | RAD52 anneal inh
Cc1sc2nc(C)n(/N=C/c3ccc(O)cc3)c(=O)c2c1C | -1 | / | -5 | / | 2 | / | -5 | /
CCNC(=O)C1(C)CCN(C(=O)c2ccc(C(=O)OC)cc2)C1 (configuration not stated) | 7 | 1 | / | -6 | -2 | -0.2 | 0 | -9
CCOC(=O)C1=C(CNC2CCCCC2)NC(=O)NC1c1cc(C)ccc1C (configuration not stated) | 5 | / | 0 | 3 | 3 | / | 4 | /
COc1ccc(CN(C)C[C@@H]2Oc3ccc(NC(=O)NC4CCCCC4)cc3C(=O)N([C@H](C)CO)C[C@H]2C)cc1 | 40 | 0 | -6[16.7 µM] | -6 | 1 | / | 1 | -4
Cc1ccc(S(=O)(=O)N(C)C[C@H]2Oc3c(NC(=O)Nc4ccc5c(c4)OCO5)cccc3C(=O)N([C@H](C)CO)C[C@@H]2C)cc1 | 3 | -6 | 19[16.7 µM] | 7 | 0 | 2.5 | -1 | 4
O=C([C@H]1N[C@H]2c3ccc(C4=CCCCC4)c(=O)n3C[C@H]2[C@@H]1CO)N1CCC(Cc2ccccc2)CC1 | -2 | 0 | / | / | -2 | -0.3 | -2 | 12
O=C1Nc2ccccc2C12OCC(COc1ccc(Cl)cc1)O2 (configuration not stated) | -13 | / | -7 | -6 | 0 | / | 0 | /
CCOC(=O)N1CCN(Cc2nnc(-c3cccc(Br)c3)o2)CC1 | -3 | 0 | -6 | -1 | -5 | / | 0 | -6
CC(C)CC#Cc1ccc2c(c1)O[C@H](CN(C)C(=O)CC1CC1)[C@@H](C)CN([C@@H](C)CO)S2(=O)=O | -8 | -4 | 5[16.7 µM] | -5 | 1 | 11 | -2 | 10
CC(C)(C)OC(=O)C[C@@H]1C/C=C\C[C@@H](CC(=O)N(CCO)Cc2ccccc2)C(=O)N2CCC[C@@H]2COC1=O | -5 | -1 | 1 | -13 | -1 | 0.0 | 1 | 1
CCOc1cc(-c2cn(S(=O)(=O)c3cccc4nsnc34)nc2N)cc(OCC)c1OCC | -4 | / | -4 | -9 | 4 | / | 0 | /
Cc1occc1C(=O)N/N=C/c1cccnc1 | 6 | -2 | -1 | / | 5 | / | 5 | 0
COc1ccc(Cc2c(-c3cccc(Cl)c3)nc3ccc(C)cn23)c(C)c1 | 6 | 2 | -1 | -6 | 2 | 0.2 | 4 | -12
O=S(=O)(c1ccc2ccccc2c1)n1cccn1 | -11 | 0 | 3 | 0 | -1 | 1.0 | -1 | -14
Cc1ccc(C)c(C(O)c2ncc(-c3cccc4ccccc34)[nH]2)c1 (configuration not stated) | 7 | 7 | 3 | -9 | -8 | -0.2 | 1 | -13
O=[N+]([O-])c1cccc(S(=O)(=O)N2CCC(c3nc(-c4ccncc4)no3)CC2)c1 | -26 | -1 | 1 | 6 | 7 | / | 6 | 10
COc1cc2c(cc1OC)C(c1ccc([N+](=O)[O-])cc1)N(C(C)=O)CC2 (configuration not stated) | -2 | -3 | -3 | -19 | -14 | / | -1 | 12
O=C(NCc1ccco1)c1c(Cl)cccc1Cl | -1 | 1 | 0 | 10 | 0 | / | 0 | -6
COCCCNc1nc2c(c(=O)[nH]c(=O)n2C)n1CC(O)COc1ccccc1C (configuration not stated) | 3 | 2 | -2 | -4 | -4 | / | 2 | -9
CCn1nnc(NC(=O)c2ccco2)n1 | 1 | -1 | 0 | / | 0 | / | -2 | -5
CCn1ccnc1CN(C)C(=O)C1CCC(=O)N(Cc2cccc(C(F)(F)F)c2)C1 (configuration not stated) | -4 | -1 | 1 | -3 | -4 | / | -1 | -2
COC(=O)c1ccc(Oc2cc(C)nc(-n3nc(C)cc3C)n2)cc1 | -1 | / | 31 | -2 | -1 | / | 10 | /
C[C@@H]1CCCCO[C@H](CN(C)Cc2ccccc2)[C@H](C)CN([C@@H](C)CO)C(=O)c2cc(NC(=O)c3ccccc3)ccc2O1 | -5 | / | 0[16.7 µM] | 0 | 1 | / | 8 | /
COc1ccc(C2CC(c3ccccc3)=NN2C(=O)COC(=O)/C=C/c2ccc(O)c(OC)c2)cc1 (configuration not stated) | 0 | 1 | -8 | 0 | 34* | -2.5 | -18 | -3
COc1ccc(S(=O)(=O)N2CCOC23CCN(S(C)(=O)=O)CC3)cc1 | -3 | 1 | -3 | / | -1 | / | 4 | -4
COCc1cn(CC[C@@H]2CC[C@@H](NC(=O)Nc3c(C)noc3C)[C@@H](CO)O2)nn1 | 2 | -1 | -17[16.7 µM] | -1 | 6 | 0.4 | 56 | 3
COc1cccc(C(=O)NC(Cc2ccccc2)c2ccc3c(c2)OCCCO3)c1 (configuration not stated) | -2 | 3 | 12 | -9 | -3 | / | -2 | -4
O=C(O)/C=C/C(=O)Nc1ccc(-n2nccc2C(F)(F)F)cc1 | 3 | 1 | -3 | 4 | -4 | 0.7 | -2 | -24
Cc1noc(C)c1NC(=O)N(C)C[C@@H]1OCc2cnnn2CCCC(=O)N([C@@H](C)CO)C[C@@H]1C | -3&4 | 1&2 | 0 | 2&-1 | -1&5 | 0.2&-0.3 | -1&-1 | -10&-3
O=C(NCc1cccnc1)C1CCN(S(=O)(=O)c2cc(Cl)ccc2Cl)CC1 | 2 | 2 | / | / | 8 | -0.3 | 0 | -10

Full records, quoted from the list. Values in the order: RAD54 inh | ERAP1 inh | miR-122 sensor | PGC1a acetyl inh | PglD inh | E-sel inducer | Cneo AK release | RAD52 anneal inh
CCn1ccnc1CN(C)C(=O)C1CCC(=O)N(Cc2cccc(C(F)(F)F)c2)C1 (configuration not stated) in the list: -4 | -1 | 1 | -3 | -4 | / | -1 | -2
Cc1occc1C(=O)N/N=C/c1cccnc1 in the list: 6 | -2 | -1 | / | 5 | / | 5 | 0
